# HP1b chromo inh – inhibitors of HP1-beta chromodomain binding to methylated histone tails; 0.56% of 390,000 active; AlphaScreen HP1-beta / biotin-H3K9me3 peptide binding; Potency, µM (doses to about 114 µM), inactives show top-dose activity change, negative = inhibition, actives largely listed as inhibitors; note: nearly all actives have a fitted effect of over 70% in size; inactives centre near 23
#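 AlphaScreen: HP1-beta (50 nM) preformed 30 min with biotin-H3(1-18)K9me3 peptide (50 nM) in PBS pH 7.4, 0.01% Tween-20. Compound added for 30 min at RT, then streptavidin donor/nickel chelate acceptor beads (10 ug/mL) for 30 min.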
# ERG Ets-DNA blk – ERG Ets/DNA interaction inhibition; P11308; fluorescence polarization, His-ERG Ets domain / labelled DNA; Potency, µM (series often up to 76.9 µM), without a hit: at the highest dose FP activity, negative = inhibition, actives largely listed as inhibitors; 0.028% of 370,000 active; AID 624246; active = well fitted inhibition curve with a large enough effect in the polarisation, with a control signal flat; inconclusive = small, poorly fitted or top-dose-only effect, or effect the other way, or a change in a side signal; inactive = no such curve, though single readings can be large or run the other way; the % refers to the polarisation;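 note: polarization taken with two DNA probes labelled with fluorescein and Texas red; % of control where 0% means no effect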
#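 His-tagged ERG Ets domain (1 uM in the protein solution; 300mM KCl, 50mM Tris-HCl, 1mM EDTA, 1mM DTT, pH 7.5) received compound, then a probe mix of 5 nM fluorescein-DNA and 100nM Texas-615-DNA. Fluorescence polarization was read for both dyes.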
# Pin1 inhibitor – human Pin1 inhibition | Potency, µM (doses to about 115 µM), inactives show at the top dose activity, negative = inhibition, actives largely listed as inhibitors | Pin1 FP peptide displacement, HiFluor488, 10 min | Q13526 | 0.009% of 390,000 active; active = well fitted inhibition curve with a large enough effect in the polarisation, with a control signal flat, not every such curve was filed as active; inconclusive = small, poorly fitted or top-dose-only effect, or effect the other way, or a change in a side signal; inactive = no such curve, though single readings can be large or run the other way; the % refers to the polarisation; note: % is set by controls: 0 for no effect and ±100 for the full control effect
# Target sequence (Q13526 whole entry, looked up): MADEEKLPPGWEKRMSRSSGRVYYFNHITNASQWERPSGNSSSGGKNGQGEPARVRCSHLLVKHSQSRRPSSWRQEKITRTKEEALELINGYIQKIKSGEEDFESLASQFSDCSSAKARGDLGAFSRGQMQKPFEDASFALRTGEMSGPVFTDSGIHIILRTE
# rTrxR1 inhibitor – blocks rat thioredoxin reductase 1. O89049. recombinant rTrxR1, NADPH fluorescence consumption, selenite substrate. Potency, µM (highest dose often 114 µM), for inactives: at the top dose activity change, negative = inhibition, most hits filed as inhibitors. 1% of 390,000 active. AID 588453; note: % is set by controls: 0 for no effect and ±100 for the full control effect; nearly all actives have a fitted effect of over 65% in size
#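 Rat TrxR1 (90 nM in the dispensed reagent) was pre-reduced with 400 uM NADPH for 5 min at room temperature, then incubated with compound for 15 min. After 400 uM selenite was added, NADPH fluorescence (Ex 340/Em 450 nm) was followed for 8 min.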
# GLS inh – blocks human kidney-isoform glutaminase activity; O94925; GLS enzymatic activity, qHTS titration; Potency, µM (highest dose often 45.5 µM), inactives show at the highest dose activity change, negative = inhibition, hits mostly inhibitors; 0.21% of 410,000 active; AID 624170; note: % is set by controls: 0 for no effect and ±100 for the full control effect
# Target sequence (O94925 whole entry, looked up, canonical isoform): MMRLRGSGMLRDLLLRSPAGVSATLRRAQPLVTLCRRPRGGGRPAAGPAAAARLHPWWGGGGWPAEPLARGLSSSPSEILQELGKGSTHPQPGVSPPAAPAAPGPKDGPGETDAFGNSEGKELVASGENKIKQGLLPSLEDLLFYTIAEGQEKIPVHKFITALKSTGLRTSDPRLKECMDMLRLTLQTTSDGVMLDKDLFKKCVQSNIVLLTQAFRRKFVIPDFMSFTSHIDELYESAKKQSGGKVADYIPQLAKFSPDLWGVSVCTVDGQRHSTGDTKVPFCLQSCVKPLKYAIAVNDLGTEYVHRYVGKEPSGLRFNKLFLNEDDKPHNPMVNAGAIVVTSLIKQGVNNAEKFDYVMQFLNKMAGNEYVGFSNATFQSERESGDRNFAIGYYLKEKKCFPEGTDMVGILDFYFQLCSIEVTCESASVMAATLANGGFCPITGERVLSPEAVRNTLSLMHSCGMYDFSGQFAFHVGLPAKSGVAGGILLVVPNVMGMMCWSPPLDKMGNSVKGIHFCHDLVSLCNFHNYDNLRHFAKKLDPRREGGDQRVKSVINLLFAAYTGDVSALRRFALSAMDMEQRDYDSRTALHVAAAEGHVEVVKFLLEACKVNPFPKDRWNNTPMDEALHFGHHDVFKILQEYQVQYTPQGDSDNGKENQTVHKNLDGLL
#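 Human kidney-isoform GLS in 45 mM KH2PO4 pH 8.2, 0.02% Tween-20, with compound, started with 1mM L-Glutamine (added stock). Glutamate oxidase/HRP/Amplex red coupled fluorescence read at start and after 30 min at RT.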
# JMJD2A Tudor – inhibitors of human JMJD2A Tudor domain; 4.4% of 390,000 active; O75164; Potency, µM (doses to about 114 µM), for inactives: top-dose activity change, negative = inhibition, most hits filed as inhibitors; AlphaScreen JMJD2A-Tudor / H3K4me3 peptide binding; note: % is set by controls: 0 for no effect and ±100 for the full control effect; nearly all actives have a fitted effect of over 50% in size
# PGK inhibitor – T. brucei PGK inhibition; AID 602233; Potency, µM (series often up to 57.5 µM), for inactives: at the top dose activity change, negative = inhibition, hits mostly inhibitors; 0.043% of 380,000 active; PGK/GAPDH coupled, Kinase-Glo luminescence, 60 min; P07378; note: % is set by controls: 0 for no effect and ±100 for the full control effect; nearly all actives have a fitted effect of over 60% in size
#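 Recombinant glycosomal PGK reaction used 1,3-bisphosphoglycerate generated in-well by GAPDH (100nM final) in 100mM TEA pH 7.6, 5mM MgCl2, 0.01% Tween-20. After 60 minutes at room temperature, ATP was read by Kinase-Glo Plus luminescence end-point.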
# RGS4 inhibitor – blocks human RGS4-accelerated GTP hydrolysis; Transcreener GDP fluorescence polarization, RGS4-accelerated GTP hydrolysis; AID 504845; Potency, µM (titrated, usually from 114 µM), inactives show at the top dose activity change, negative = inhibition, most hits filed as inhibitors; 0.039% of 390,000 active; P49798; note: % is set by controls: 0 for no effect and ±100 for the full control effect; nearly all actives have a fitted effect of over 75% in size; some results filed as inactive show a strong effect at the top dose
# Target sequence (P49798 whole entry, looked up): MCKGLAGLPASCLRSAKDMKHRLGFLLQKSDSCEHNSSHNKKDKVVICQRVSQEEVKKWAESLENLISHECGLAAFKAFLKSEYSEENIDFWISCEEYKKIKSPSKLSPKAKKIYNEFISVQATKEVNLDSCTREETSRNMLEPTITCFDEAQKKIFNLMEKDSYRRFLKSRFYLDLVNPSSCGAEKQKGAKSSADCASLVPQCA
#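 MLSMR compounds (23 nl, pin-transferred) preincubated 10 min at room temperature with a 500nM (2x) first reagent, then RGS4 at 900nM (2x) plus Transcreener GDP mix added; fluorescence polarization (620/688 nm) read before and after 90 min at 30 °C.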
# 12-LOX inh – inhibitors of human 12S-lipoxygenase ALOX12. P18054. purified 12hLO, xylenol orange hydroperoxide absorbance. Potency, µM (highest dose often 108 µM), inactives show at the top dose activity change, negative = inhibition, usual class: inhibitors. 1.1% of 580,000 active; note: % is set by controls: 0 for no effect and ±100 for the full control effect
#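 Purified human 12hLO at 150 nM in 25 mM Hepes, 0.01% Triton X-100, pH 7.0, preincubated 15 min at room temperature with compound. Reaction started with 40 uM arachidonic acid, 30 min at room temperature. Hydroperoxide measured by Fe-xylenol orange, 573/405 nm absorbance ratio.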
# * = called active by the depositor; i = inactive; ? = inconclusive; · = not tested or not shown; & = joins results of further samples; [ ] = remark or other dose. Unless noted, calls come from the whole dose curve; as a rule, active = well fitted curve in the direction sought with a large enough effect; inconclusive = small, poorly fitted or top-dose-only effect, or another doubt; inactive = no such curve, though single readings can be large; an effect the other way counts as inactive or inconclusive. Potency is the fitted concentration of half-maximal effect.
# Sample of the layout (2 entries):
# Key to letters: A = HP1b chromo inh; B = ERG Ets-DNA blk; C = Pin1 inhibitor; D = rTrxR1 inhibitor; E = GLS inh; F = JMJD2A Tudor; G = PGK inhibitor; H = RGS4 inhibitor; I = 12-LOX inh
COc1ccc(C)cc1NC(=O)C1CCCN(c2ncnc3onc(C)c23)C1 (stereo unspecified)
  A: -6%	B: 2%	C: -5%	D: 20%	E: 1%	F: -18%	G: i	H: -9%	I: 5%
CCOC(=O)C1(C(F)(F)F)N=C(C(F)(F)F)Nc2ccccc21 (stereo unspecified)
  A: 18%	B: ·	C: 0%	D: -2%	E: 6%	F: 0%	G: -5%	H: 7%	I: -5%

# This part in full (from the top)
# Key to letters: A = HP1b chromo inh; B = ERG Ets-DNA blk; C = Pin1 inhibitor; D = rTrxR1 inhibitor; E = GLS inh; F = JMJD2A Tudor; G = PGK inhibitor; H = RGS4 inhibitor; I = 12-LOX inh
COc1ccc(C)cc1NC(=O)C1CCCN(c2ncnc3onc(C)c23)C1 (stereo unspecified)
  A: -6%	B: 2%	C: -5%	D: 20%	E: 1%	F: -18%	G: i	H: -9%	I: 5%
CCOC(=O)C1(C(F)(F)F)N=C(C(F)(F)F)Nc2ccccc21 (stereo unspecified)
  A: 18%	B: ·	C: 0%	D: -2%	E: 6%	F: 0%	G: -5%	H: 7%	I: -5%
Cn1c(=O)c2c(nc(CN3CCN(C(=O)c4ccco4)CC3)n2Cc2ccc(Cl)cc2)n(C)c1=O
  A: 27%	B: -7%	C: 2%	D: -21%	E: ·	F: 7%	G: i	H: 23%	I: -8%
O=c1[nH]cnc(O)c1C(c1cccc([N+](=O)[O-])c1)c1c(O)nc[nH]c1=O
  A: 8%	B: 4%	C: -13%	D: -1%	E: 4%	F: -15%	G: i	H: 12%	I: 6%
O=C(NCCc1ccccc1)C1CC(=O)N(c2ccc3c(c2)OCCO3)C1 (stereo unspecified)
  A: 17%	B: 15%	C: -2%	D: -10%	E: 5%	F: -11%	G: 5%	H: 25%	I: -8%
CCOC(=O)c1[nH]cnc1C(=O)NC1CCN(C(=O)OC(C)(C)C)CC1
  A: 15%	B: -1%	C: 1%	D: 9%[57.1 µM]	E: 1%	F: -24%	G: -5%	H: 2%	I: 3%
CC[C@]12c3[nH]c4cc(CCC(=O)N(C)C)ccc4c3CCN1C(=O)[C@@H](CC(=O)NCc1ccco1)C[C@@H]2C(=O)N1CCN(C(=O)C2CC2)CC1
  A: 20%	B: 1%	C: -3%	D: 0%	E: 5%	F: -14%	G: 0%	H: -16%	I: ?
O=C(NCCCn1cccn1)C1CCC(=O)N(Cc2cccc(C(F)(F)F)c2)C1 (stereo unspecified)
  A: 33%	B: -2%	C: -6%	D: 15%	E: 7%	F: 10%	G: 0%	H: -9%	I: -1%
CS(=O)(=O)Nc1ccc(-c2n[nH]c(=S)n2-c2ccccc2)cc1
  A: 26%	B: ·	C: -1%	D: -3%	E: ?	F: 5.6µM*	G: -5%	H: -32%	I: ?
CC(=O)c1c(C)[nH]c(C(=O)N2CCN(c3ncccn3)CC2)c1C
  A: 22%	B: 7%	C: 4%	D: 16%[57.1 µM]	E: -3%	F: -4%	G: 3%	H: 15%	I: 13%
O=C(NCc1ccccn1)c1ccc(-c2ccccc2)cc1
  A: 46%[activator]	B: -12%[15.4 µM]	C: 4%	D: -13%[57.1 µM]	E: 0%	F: 10%	G: 4%	H: -22%	I: 30%
Nc1nc(-c2ccc(S(=O)(=O)N3CCCCC3)cc2)cs1
  A: 11%	B: 9%	C: -3%	D: 33%	E: 7%	F: -15%	G: -4%	H: -12%	I: -25%
C/C(=N\NC(=O)c1ccc(OC2CCCC2)cc1)c1ccc(C)s1
  A: 59%[activator]	B: 1%	C: 2%	D: 6%	E: 3%	F: 11%	G: -11%	H: -17%	I: 9%
CC1CC(Nc2ccccc2)c2ccccc2N1C(=O)c1ccco1 (stereo unspecified)
  A: -5%	B: -1%	C: 7%	D: 25%[57.1 µM]	E: 0%	F: -13%	G: i	H: -29%	I: ?
CC(C)c1ccccc1NC(=S)NCCCn1ccnc1
  A: 40%[activator]	B: -1%	C: -3%	D: 27%	E: 4%	F: -12%	G: -9%	H: 42%	I: -2%
Cc1ccc(S(=O)(=O)NCC2CCC(C(=O)NCCc3ccccc3)CC2)cc1 (stereo unspecified)
  A: -9%	B: 12%	C: 3%	D: 16%	E: -11%	F: -22%	G: -2%	H: 16%	I: -6%&-10%
N=C1C(c2nc(-c3ccc(Cl)cc3)cs2)=C(O)CN1NC(=O)c1ccc(O)cc1
  A: 26%	B: 18%	C: 21%	D: 9%	E: 0%	F: -12%	G: 0%	H: 17%	I: ?
COC(=O)C1CC(O)C(O)C(O)C1 (stereo unspecified)
  A: 36%	B: 11%	C: -1%	D: 15%	E: -10%	F: -2%	G: -11%	H: -19%	I: 23%
O=C1Nc2ccccc2Oc2cc(Oc3ccccc3)ccc21
  A: ?	B: 7%	C: 115%[activator]	D: 4%&-2%	E: 0%	F: 50µM*	G: ·	H: -3%	I: 4%
Clc1ccc(-c2cc(-c3ccccc3)on2)cc1
  A: 22%	B: -4%	C: -7%	D: 20%	E: 5%	F: -10%	G: 6%	H: -11%	I: -1%
COc1ccc(CNC(=O)C2CCN(C(=O)Cc3ccccc3)CC2)cc1
  A: 4%	B: 12%	C: 5%	D: 11%	E: 6%	F: -11%	G: 3%	H: 0%	I: -9%
CC(C)NC(=O)COc1ccc(S(=O)(=O)N2CCOCC2)cc1
  A: 39%	B: -16%	C: -2%	D: 13%	E: 3%	F: -2%	G: -3%	H: 19%	I: -23%
O=C(O)C1C2C=CC3(CN(C/C=C/c4ccccc4)C(=O)C13)O2 (stereo unspecified)
  A: -6%	B: -5%	C: -15%	D: 2%	E: -6%	F: ?	G: -6%	H: -8%	I: -17%
N#C/C=C/N1CCC(Cc2ccccc2)CC1
  A: 39%[activator]	B: 8%	C: -6%	D: 19%	E: 0%	F: 1%	G: i	H: -33%	I: -7%
Cc1ccc(C(=O)NCC(=O)NCC(=O)OCc2ccc(Oc3ccc([N+](=O)[O-])cc3)cc2)cc1
  A: 1%	B: 2%	C: 1%	D: 12%[57.1 µM]	E: 8%	F: ?	G: -3%	H: -32%	I: -5%
CCOc1ccc(N(CC(=O)NCc2ccco2)C(=O)CCC(=O)Nc2nccs2)cc1
  A: 6%	B: 11%	C: -11%	D: 16%	E: 0%	F: -4%	G: 0%	H: -16%	I: 1%
CCOc1cc(-c2sc(Nc3ccc(CC)cc3)n[n+]2-c2ccccc2)ccc1OC
  A: -12%	B: -3%	C: -6%	D: 4%	E: 1%	F: ?	G: 9%	H: -47%	I: ?
C=CCN=C(NC#N)SCc1ccccc1
  A: 62%[activator]	B: 1%	C: 0%	D: 7%	E: 1%	F: -21%	G: -1%	H: -22%	I: 2%
CCN1C(=O)C2(Nc3ccccc3-c3nc4ccccc4n32)c2cc(OC)ccc21 (stereo unspecified)
  A: 20%	B: 1%	C: -1%	D: 10%	E: 4%	F: -26%	G: -6%	H: -7%	I: -18%
CC(=O)c1ccc(OCC(O)CN2CCN(CCO)CC2)cc1 (stereo unspecified)
  A: 89%[activator]	B: 9%	C: 0%	D: 7%	E: 12%	F: -23%	G: i	H: -13%	I: -23%
COc1ccccc1NCC(=O)NN=C1CCS(=O)(=O)c2ccc(F)cc21
  A: 16%	B: 1%	C: 5%	D: 6%	E: 0%	F: -24%	G: 7%	H: -4%	I: 435%[activator]
CC(=O)c1c(C)[nH]c(C(=O)CN2CCN(S(=O)(=O)c3ccccc3[N+](=O)[O-])CC2)c1C
  A: 33%	B: 15%	C: -7%	D: -8%	E: -13%	F: -8%	G: -10%	H: -22%	I: -4%
O=C(Nc1ccc(Cl)cc1N1CCOCC1)C1CCCCC1
  A: 31%	B: 3%	C: 0%	D: 18%	E: 12%	F: 1%	G: -6%	H: 22%	I: -1%
Cc1ccccc1S(=O)(=O)Cc1ccc(C(=O)N(C)C2CCCCC2)o1
  A: 47%[activator]	B: 16%	C: 5%	D: 56µM*	E: -7%	F: 7%	G: -1%	H: -12%	I: 31%[activator]
Cc1nc(/C(N)=N/OC(=O)c2ccc(Cl)cc2)c(C(F)(F)F)o1
  A: 74%[activator]	B: -4%	C: 7%	D: 10%	E: 0%	F: 13%	G: -11%	H: 26%	I: 7%
CCC1CCC(C(=O)NC(C(=O)NCCCN2CCCCC2C)C(C)C)CC1 (stereo unspecified)
  A: 24%	B: 8%	C: 3%	D: 9%	E: -1%	F: -8%	G: 0%	H: -1%	I: -2%
COc1ccccc1NC(=O)CCNS(=O)(=O)c1ccc2c(c1)CCN2C(=O)C1CC1
  A: 19%[57 µM]	B: 5%	C: 3%	D: -5%[57.1 µM]	E: 12%	F: -23%	G: 20%	H: -17%	I: -14%
COc1cccc(NC(=O)CSc2nc3c(sc4ccccc43)c(=O)n2CCN(C)C)c1
  A: 59%[activator]	B: 5%	C: 5%	D: 33%[57.1 µM]	E: -14%	F: ?	G: -1%	H: -15%	I: -22%
Cc1ccc(C)c(N2CCN(C(=O)C(C)n3nc(C)c4sc5ccccc5c4c3=O)CC2)c1 (stereo unspecified)
  A: 38%	B: 10%	C: 12%	D: 21%	E: 0%	F: ?	G: -5%	H: -7%	I: -8%
Cc1ccc2c(c1)N(CC(=O)NCCCN1CCN(C)CC1)C(=O)CO2
  A: 27%	B: -2%	C: -4%	D: 1%[57.1 µM]	E: -18%	F: -3%	G: 0%	H: 0%	I: -1%

# These rows are one share of the data, so the mix of outcomes need not match the whole.
